# NOD1 inhibition = inhibition of NOD1-driven NF-kB reporter – cell-based, luminescence, uHTS, primary screen (AID 1578) | NOD1-driven NF-kB luciferase reporter cells, luminescence; higher % means a stronger effect | one-dose inhibition, % at 4 µM; EC50 in µM for titrated hits | 290,000 compounds, 1% hits; in the data active = inhibition mostly above about 36%, no sharp cut-off; inactive = mostly below about 34%;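 also: HEK-293T reporter cells stimulated with the NOD1 agonist gamma-tri-DAP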
# GPR55 activation = selective activators of receptor GPR55 – imaging, U2OS cells, beta-arrestin-GFP redistribution, primary screen (AID 1961); U2OS GPR55 beta-arrestin-GFP redistribution imaging; higher % means a stronger effect; one-dose activation, % at 10 µM; EC50 in µM for titrated hits; 290,000 compounds, 0.048% hits;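 active = activation above 40% with more than 50 cells counted in the well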;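 also: U2OS osteosarcoma cells stably expressing GPR55 and beta-arrestin-GFP; plate controls were DMSO negative control for no effect and LPI positive control for full effect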
# AID2073 = inhibitors of Mint1-CaV2.2 protein interaction, biochemical, HTRF (AID 2073); HTRF protein-protein interaction, Mint1-CaV2.2; higher % means a stronger effect; inhibition, % at 20 µM, or IC50 in µM where a hit was titrated; 290,000 compounds, 0.19% hits; in the data active = inhibition mostly above about 51%, no sharp cut-off; also: some results filed as inactive read as strong as hits
# KOR beta-arrestin-1 = kappa opioid receptor activators – cell-based, luminescence, uHTS, primary screen (AID 1777); KOR beta-arrestin recruitment, luminescence; higher % means a stronger effect; one-dose activation, % at 10 µM; EC50 in µM for titrated hits; 280,000 compounds, 0.02% hits; in the data active = activation above about 50%, passing the limit was not always enough; also: a part of the inactive calls stands beside numbers as strong as those of hits
# P. falciparum M17LAP = P. falciparum M17LAP inhibitors, primary screen, biochemical, fluorogenic H-Leu-NHMec substrate, 1536-well (AID 1619) | recombinant M17LAP, H-Leu-NHMec fluorogenic kinetic assay; higher % means a stronger effect | one-dose inhibition, % at 30 µM; IC50 in µM for titrated hits | 220,000 compounds, 0.38% hits;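 active = compound inhibiting the enzyme by more than half at any dose during confirmatory dose-response retesting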;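 also: plate controls were full reaction with DMSO carrier for no effect and no enzyme background for full effect; strong numbers were not always called active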
# HEK293 NOD2/NF-kB = NOD2 signaling inhibitors, cell-based, luminescence, uHTS, HEK293 (AID 1566). HEK293 NOD2/NF-kB luciferase reporter, luminescence; higher % means a stronger effect. inhibition, % at 4 µM, or EC50 in µM where a hit was titrated. 290,000 compounds, 0.63% hits; also: many of its hits are not listed in these tables
# KOR beta-arrestin-2 = kappa opioid receptor blockers – cell-based, luminescence, uHTS (AID 1778); KOR beta-arrestin recruitment, luminescence, antagonist mode; higher % means a stronger effect; inhibition, % at 10 µM, or IC50 in µM where a hit was titrated; 290,000 compounds, 0.091% hits; also: strong numbers were not always called active
# Dynein transport = dynein cargo transport inhibition; 3617.4 mouse cells, GR-EGFP nuclear translocation imaging; test concentration mostly 20 µM; stimulated with dexamethasone, 1 µM; stronger effect = lower value; z-score, hits read low; 220,000 compounds, 0.47% hits; AID 1381;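 active = plate z-score of nuclear minus cytoplasmic receptor signal below a set negative limit, without overly bright fluorescence or cell loss, cut at about -3.5 in these data, passing the limit was not always enough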;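 also: z-score of nuclear minus cytoplasmic ring GR-EGFP intensity difference per well; some compounds called inactive have numbers as strong as hits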
#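 Medium: Induction medium lacking tetracycline, stripped serum | Probe or stimulus: 1.0 µM final dexamethasone stimulus | Schedule: 48 h induction, then 1 h compound, then 30 min agonist, 37 °C | Signal: Automated 10x imaging of fixed Hoechst-stained cells | Evaluation: Per-cell GR-EGFP intensity, nucleus versus surrounding cytoplasmic ring, well-averaged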
# P. falciparum M1AAP = malaria alanyl aminopeptidase activity blockers – biochemical, fluorogenic H-Leu-NHMec substrate, 1536-well (AID 1445); recombinant M1AAP, H-Leu-NHMec fluorogenic kinetic assay; higher % means a stronger effect; one-dose inhibition, % at 30 µM; IC50 in µM for titrated hits; 220,000 compounds, 0.42% hits;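 active = primary inhibition above the hit cutoff, then over 50% inhibition at one or more dose response concentrations, cut at about 23% in these data, passing the limit was not always enough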;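 also: plate controls were DMSO full reaction for no effect and no enzyme background for full effect; strong numbers were not always called active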
# Dynein transport cytoplasmic EGFP = also measured in Dynein transport; calls as there; z-score; measured here: cytoplasmic GR-EGFP intensity; stronger effect = higher value
# Dynein transport nuclear GR-EGFP = second read-out of Dynein transport, no call of its own (marks repeat the call); z-score; measured here: nuclear GR-EGFP intensity;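 lower value marks the stronger effect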
# Dynein transport cell count = second read-out of Dynein transport, no call of its own (marks repeat the call); z-score; measured here: cell count per field
# An asterisk follows results filed as active; x = no result given; [ ] = dose if it differs, or a comment. Rule as the data show it, unless noted: active = inhibition above about 50%; inactive = the rest. These rows are one share of the data; the hit share may differ from the screen's.
Dynein transport cytoplasmic EGFP,KOR beta-arrestin-2,Dynein transport cell count,AID2073,P. falciparum M1AAP,NOD1 inhibition,Dynein transport,GPR55 activation,HEK293 NOD2/NF-kB,Dynein transport nuclear GR-EGFP,P. falciparum M17LAP,KOR beta-arrestin-1,SMILES
x,-12%,x,15%,x,-19%,x,0.3%,6%,x,x,4.4%,CCOc1ccccc1CN1CCNC(=O)C1CC(=O)NCc1nccn1CC (centres undefined)
x,-9%[20 µM],x,-9%,x,6%,x,-0.3%,-6%,x,x,0.9%,O=S1(=O)CCO[C@H]2Cc3ccccc3[C@H]2N1Cc1ccc(Cl)cc1
0.52,-1%,0.67,-7%,4%,-18%,-0.83,-0.1%,-6%,-0.063,-3%,-1.6%,Nc1nonc1C(=Nc1ccc(Br)cc1)NO
x,-38%,x,4%,x,15%,x,-0.2%,-40%,x,x,15%,O=C(NCc1ccc(F)cc1)c1cc2ccccc2o1
-0.32,31%,-0.087,-4%,-1%,-8%,-0.6,-0.1%,-13%,-0.054,0%,9.1%,O=C(c1ccccc1)N(Cc1ccc2c(c1)OCO2)Cc1nc2ccccc2c(=O)[nH]1
0.47,-12%,-0.082,-10%,2%,-7%,0.028,0.3%,-1%,0.27,-2%,-0.1%,CCCCN(C(=O)CNC(=O)c1ccco1)C(C(=O)NC1CCCC1)c1ccc(OC)cc1 (centres undefined)
-0.22,29%,0.38,-14%,9%,-6%,-0.18,-0.4%,10%,-0.56,12%,-5.3%,COc1ccc(C(=O)NC(=S)Nc2ccc([N+](=O)[O-])cc2C)cc1OC
-0.29,16%,-0.9,-3%,4%,-10%,0.33,0.0%,17%,0.68,8%,-0.4%,CS(=O)(=O)N(Cc1cc2ccccc2[nH]c1=O)C1CCCCC1
-0.27,-191%[20 µM],0.53,16%,8%,-34%,-0.47,-0.1%,-34%,-0.072,-2%,0.6%,Cc1ccc(-c2csc(NC(=O)c3cc([N+](=O)[O-])ccc3N3CCOCC3)n2)cc1
x,-40%,x,0%,x,-11%,x,0.0%,25%,x,x,-0.1%,COC(=O)c1ccc(Cn2nc(-c3ccc(C)cc3)ccc2=O)cc1
-0.024,-7%,-1.4,-3%,6%,43%*,1.5,0.0%,-5%,1,2%,5.7%,CC(C)Cc1ccc(C(C)C(=N)N)cc1 (centres undefined)
-0.3,-9%,0.22,-8%,9%,-38%,0.63,-0.4%,12%,0.58,3%,-1.7%,CNC(=S)N/N=C/c1cc(C)ccc1C
x,-17%,x,0%,x,-20%,x,0.0%,8%,x,x,0.5%,O=C(CCN1C(=O)[C@@H]2Cc3ccccc3CN2C1=O)NCCc1ccccc1
-0.17,3%,-0.95,-10%,4%,-21%,2.4,-0.2%,0%,1.4,7%,-0.9%,CSc1nc(-c2ccco2)nn1S(=O)(=O)c1ccccc1
x,-12%,x,8%,x,-6%,x,0.3%,0%,x,x,-1.7%,CCc1ccccc1NC(=O)CCS(=O)(=O)c1ccc(C)cc1
-0.22,2%[20 µM],0.25,-2%,4%,-4%,-0.47,-0.1%,-12%,0.26,0%,-3.4%,CCOc1cc(CNCCO)ccc1OCC(=O)NC(C)(C)C
0.051,-24%,0.26,0%,-1%,22%,1.2,0.0%,12%,1.1,2%,6.6%,O=C(CNC(=O)OCc1ccccc1)NCC(=O)N1CCCC1C(=O)OCc1ccccc1 (centres undefined)
x,-14%[20 µM],x,8%,x,-14%,x,-0.1%,10%,x,x,-3.1%,O=C(Nc1nnc(S(=O)(=O)N2CCCCC2)s1)c1ccccc1Br
-0.15,-22%,0.54,0%,14%,-14%,0.29,-0.1%,0%,0.24,3%,2.1%,O=C(Nc1ccc(Cl)cn1)c1cc(S(=O)(=O)N2CCCCC2)ccc1Cl
-0.19,-25%,0.66,18%,11%,x,0.21,-0.1%,-15%,0.42,0%,6.9%,COc1ccc(-c2nn(C)c3sc(C(=O)NCc4ccco4)cc23)cc1OC
-0.23,-17%,1.8,-2%,0%,-21%,-0.99,0.2%,-17%,-0.72,1%,-2.2%,Cc1ccc(OCC(=O)N2CCN(C3=NS(=O)(=O)c4ccccc43)CC2)cc1
-0.3,-20%,-0.013,3%,14%,-37%,1.3,0.3%,-15%,0.98,2%,2.7%,CN(C(=O)c1cnccn1)c1nnc(-c2cnccn2)s1
-0.26,-24%,1.1,19%,-1%,-27%,-1,-0.3%,-7%,0.14,8%,-5.4%,COc1cccc(-c2csc(N3CCN(Cc4ccccc4)CC3)n2)c1
-0.22,-16%,0.21,-5%,1%,-12%,0.35,-0.2%,-4%,0.32,2%,7.4%,COC(=O)c1cc(Br)c(=O)n(CCN(C(C)C)C(C)C)c1
0.074,-48%,0.74,-13%,-2%,-39%,-1.1,-0.2%,-2%,-0.59,-21%,-1.8%,O=c1[nH]c(Cc2ccccc2Cl)nc2ccccc12
0.65,-191%,0.85,30%,2%,-19%,-3,5.5%,-11%,-1.8,-1%,6.7%,COc1ccc(C(C[N+](=O)[O-])C2(c3ccc(OC)c(OC)c3)C(=O)c3ccccc3C2=O)cc1 (centres undefined)
-0.19,-64%,0.35,-7%,3%,-3%,-1.4,-0.1%,-48%,-0.27,-9%,-1.8%,O=C1CC(c2ccccc2)CC(O)=C1C=NCc1ccccc1Cl (centres undefined)
0.33,2%,-1.1,7%,9%,-10%,0.0041,-0.1%,10%,0.25,-49%,2.5%,CC1(C)CC(=O)c2cc(OCC(=O)NCCCN3CCN(c4ccc(F)cc4)CC3)ccc2O1
-0.24,13%,0.39,8%,0%,-2%,-0.48,0.3%,-4%,-0.27,0%,-1.5%,O=C(O)C(c1ccccc1)C1(O)CCCCC1 (centres undefined)
-0.13,-61%[20 µM],0.16,2%,3%,-21%,-0.3,0.0%,3%,-0.42,13%,-10%,CCC(C(=O)OC)n1c(-c2ccccc2)nc2ccccc2c1=O (centres undefined)

# The closing 3 compounds of the section above are carried over, then new ones follow.
Dynein transport cytoplasmic EGFP,KOR beta-arrestin-2,Dynein transport cell count,AID2073,P. falciparum M1AAP,NOD1 inhibition,Dynein transport,GPR55 activation,HEK293 NOD2/NF-kB,Dynein transport nuclear GR-EGFP,P. falciparum M17LAP,KOR beta-arrestin-1,SMILES
0.33,2%,-1.1,7%,9%,-10%,0.0041,-0.1%,10%,0.25,-49%,2.5%,CC1(C)CC(=O)c2cc(OCC(=O)NCCCN3CCN(c4ccc(F)cc4)CC3)ccc2O1
-0.24,13%,0.39,8%,0%,-2%,-0.48,0.3%,-4%,-0.27,0%,-1.5%,O=C(O)C(c1ccccc1)C1(O)CCCCC1 (centres undefined)
-0.13,-61%[20 µM],0.16,2%,3%,-21%,-0.3,0.0%,3%,-0.42,13%,-10%,CCC(C(=O)OC)n1c(-c2ccccc2)nc2ccccc2c1=O (centres undefined)
x,-21%,x,-4%,x,-31%,x,-0.2%,-16%,x,x,3.8%,COC1c2ccccc2C(=O)N1CCc1ccc(Cl)cc1 (centres undefined)
x,-18%,x,10%,x,-22%,x,0.2%,9%,x,x,-0.5%,N#CCCN(C(=O)COC(=O)c1cccc(S(=O)(=O)N2CCCC2)c1)c1ccc(F)cc1
-0.061,0%,1,13%,1%,-6%,-0.43,-0.2%,-16%,-0.034,-16%,-3.9%,Cc1cc(=O)oc2cc(OCc3nnc(-c4ccccc4Br)o3)ccc12
x,19%,x,3%,x,-7%,x,-0.1%,10%,x,x,-3.0%,COC(=O)c1cc(N2C(=O)C3C4C=CC(CC4)C3C2=O)ccc1Cl (centres undefined)
0.94,-55%[20 µM],12,16%,-2%,-28%,-0.99,0.5%,26%,-0.46,-11%,-1.7%,Cc1ccc(NC(=S)/N=C(\N)Nc2nc(C)c3cc(C)c(C)cc3n2)cc1C
x,0%,x,16%,x,-26%,x,-0.1%,-1%,x,x,-5.7%,CCOC(=O)c1cnc2c(ccc3ccccc32)c1Cl
-0.29,-14%,-0.61,-4%,1%,-56%,-0.053,-0.5%,-111%,0.34,13%,0.1%,CC(=O)c1c(C)[nH]c(C(=O)Nc2ccc(Cl)c(S(=O)(=O)N(C)C)c2)c1C
0.076,-16%,0.26,-4%,8%,15%,0.16,-0.1%,25%,0.63,11%,0.2%,Cc1nn(C(C)C(=O)Nc2sc3c(c2C#N)CCCC3)c(C)c1[N+](=O)[O-] (centres undefined)
-0.17,-21%,-1.4,-21%,4%,-1%,1.9,-0.3%,6%,0.95,-3%,10%,CCCCNC(=S)N/N=C/C1=CCC2CC1C2(C)C (centres undefined)
x,-22%[20 µM],x,-9%,x,-11%,x,0.5%,8%,x,x,-1.5%,O=C(CN1CCC(O)(c2cccc(C(F)(F)F)c2)CC1)NCCc1ccccc1
-0.23,9%,-0.34,10%,-1%,-34%,-0.31,0.4%,6%,0.11,8%,-2.3%,Cc1ccc(NC(=O)Cn2nnc(C(=O)NCc3cccs3)c2N)cc1
-0.28,-12%[20 µM],-0.27,0%,0%,-58%,0.32,0.2%,-101%,0.09,1%,-9.1%,O=C(Nc1cccc([N+](=O)[O-])c1)Nc1ccc2c(c1)OCCO2
0.23,5%,0.85,-9%,11%,-4%,-0.54,0.3%,-5%,-0.062,5%,4.4%,Cc1ccc(C)c(S(=O)(=O)Nc2ccc(O)cc2)c1
x,4%,x,20%,x,-2%,x,-0.3%,11%,x,x,1.8%,O=C1OC(c2ccc(F)cc2)=N/C1=C\C=C/c1ccccc1
-0.25,14%,0.73,-10%,8%,-12%,0.25,-0.3%,6%,0.25,18%,8.1%,O=C1CCCC2=C1C(c1cccs1)Nc1ccccc1N2 (centres undefined)
-0.23,16%,-0.086,6%,1%,-10%,0.096,0.1%,12%,-0.36,8%,0.8%,Cc1nc(N2CCOCC2)[nH]c(=O)c1[N+](=O)[O-]
x,20%[20 µM],x,-3%,x,-19%,x,-0.1%,7%,x,x,-6.0%,Cc1nn(CC(=O)N2CCN(c3ccccc3)CC2)c(=O)c2ccccc12
0.94,25%,0.3,-7%,0%,-5%,-0.48,-0.1%,9%,-0.068,0%,2.8%,COc1cccc2c1c(NC(=O)c1cc(C)on1)nn2C

# Shown as a hit in NOD1 inhibition, of those listed so far:
Dynein transport cytoplasmic EGFP,KOR beta-arrestin-2,Dynein transport cell count,AID2073,P. falciparum M1AAP,NOD1 inhibition,Dynein transport,GPR55 activation,HEK293 NOD2/NF-kB,Dynein transport nuclear GR-EGFP,P. falciparum M17LAP,KOR beta-arrestin-1,SMILES
-0.024,-7%,-1.4,-3%,6%,43%*,1.5,0.0%,-5%,1,2%,5.7%,CC(C)Cc1ccc(C(C)C(=N)N)cc1 (centres undefined)

# Bioassay records deposited in PubChem BioAssay by several laboratories.
